CRFBP-R2 block: blocks CRF-induced signaling of the CRF-BP/CRF-R2 complex; HEK293 CRF-R2/CRF-BP, CRF-induced calcium fluorescence; inhibition, % at 11.8 µM; 0.59% of 350,000 active; AID 588475;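 active = inhibition of the ligand-induced calcium signal above about 50% at the single tested concentration, limit read from the data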
M5 PAM: potentiates acetylcholine response at human M5 receptor. AID 624038. CHO-K1 hM5, Fluo-8 calcium, ACh EC20 PAM; 0% = ACh EC20, 100% = ACh EC100. 0.3% of 360,000 active. P08912. activation, % at 3 µM;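 active = activation above the run cutoff, the mean activation of all test compounds plus 3 SD, cut at about 18% in these data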
Target sequence (P08912 whole entry, looked up): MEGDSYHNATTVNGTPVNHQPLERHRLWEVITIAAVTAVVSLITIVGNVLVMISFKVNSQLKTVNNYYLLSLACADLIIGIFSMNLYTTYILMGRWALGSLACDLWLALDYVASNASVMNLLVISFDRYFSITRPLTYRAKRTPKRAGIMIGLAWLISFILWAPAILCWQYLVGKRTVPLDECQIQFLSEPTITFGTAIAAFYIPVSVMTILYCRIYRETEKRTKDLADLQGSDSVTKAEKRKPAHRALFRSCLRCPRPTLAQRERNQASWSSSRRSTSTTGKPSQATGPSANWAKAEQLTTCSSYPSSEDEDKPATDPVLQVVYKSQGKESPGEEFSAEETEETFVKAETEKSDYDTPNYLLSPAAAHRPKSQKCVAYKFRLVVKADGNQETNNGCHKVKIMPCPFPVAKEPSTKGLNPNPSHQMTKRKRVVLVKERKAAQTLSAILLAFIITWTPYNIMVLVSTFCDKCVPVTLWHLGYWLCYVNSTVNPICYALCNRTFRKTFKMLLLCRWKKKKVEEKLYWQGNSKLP
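Test system: CHO-K1 hM5 cells / Doses: single-point, 3 µM nominal / Times: Post-acetylcholine fluorescence recording 140 s / Technique: Fluo-8 calcium fluorescence / Measure: Max/basal fluorescence ratio as % of EC20–EC100 ACh window / Benchmarks: low control EC20 acetylcholine (0%), high control EC100 acetylcholine (100%) / Replicates: one well per compound, no replicates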
CRFBP-R2 agonist: CRF-BP/CRF-R2 complex agonism | HEK293 CRF-R2/CRF-BP, calcium dye fluorescence (FLIPR); percent of saturating CRF peptide response | activation, % at 13.2 µM | 0.46% of 350,000 active | AID 588473;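 active = activation of at least 50%, plus an integration ratio under a set limit after plate pattern correction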;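 also: plate controls were neutral control wells without compound for no effect and CRF at EC100 for full effect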
CHRM5 agonist: CHRM5 agonism in calcium assay. CHO-K1 hM5 cells, Fluo-8 calcium fluorescence; 0% DMSO wells, 100% maximal acetylcholine response. activation, % at 3 µM. 0.19% of 360,000 active;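 active = activation above the run's mean over test compounds plus 3 SD, cut at about 23% in these data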;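 also: signal is peak over basal fluorescence ratio across the kinetic read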
CHRM5 antagonist: antagonists of human muscarinic M5 receptor (CHRM5) | CHO-hM5 cells, Fluo-8 calcium fluorescence, ACh EC80 | inhibition, % at 3 µM | 0.59% of 360,000 active;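 active = inhibition above a per-plate cutoff, the mean of that plate's test compounds plus 3 SD, cut at about 27% in these data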;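 also: 0% = acetylcholine EC80 with DMSO and 100% = DMSO without agonist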
TAAR1 antag: human TAAR1 antagonism; 1.5% of 360,000 active; AID 624466; inhibition, % at 3 µM; Q96RJ0; CHO RD-HGA16 TAAR1, Fluo-8 calcium fluorescence, antagonist;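 active = inhibition above a per-plate cutoff, the mean inhibition of test compounds on that plate plus 3 SD, cut at about 49% in these data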;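 also: 0% = DMSO plus EC80 beta-PEA response and 100% = DMSO alone without agonist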
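Test system – hTAAR1-expressing CHO RD-HGA16 cells, Gα16-coupled · Reagent – β-PEA at EC80 concentration, post-compound challenge · Compound dosing – 3 µM, single point · Timing – 140 s kinetic read after compound, 140 s after agonist · Detection – Fluo-8 intracellular calcium dye fluorescence, real-time kinetic reads · Control set – DMSO and EC80 PEA controls · Repeats – n of 1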
M1 PAM parental: counter-screen for M1 PAMs: effect in parental CHO-K1 cells; ATP EC20, Fluo-8 calcium fluorescence; 0% at ATP EC20, 100% at ATP max; 0.02% of 360,000 active; activation, % at 3 µM;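 active = activation above the run cutoff, the mean activation of all test compounds plus 3 SD, cut at about 40% in these data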;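 also: peak over basal fluorescence ratio in a 140 s read after ATP addition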
TAAR1 agonist: agonists of human TAAR1; AID 624467; CHO RD-HGA16 TAAR1, Fluo-8 calcium fluorescence; vehicle wells 0%, saturating PEA agonist 100%; 0.99% of 360,000 active; activation, % at 3 µM;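 active = activation above the mean activation of all test compounds in the run plus 3 SD, cut at about 38% in these data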
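System: CHO-derived RD-HGA16 cells with stable Gα16 and human TAAR1. Times: 17-24 h plating, Fluo-8 75 min 37 °C, 30 min RT. Measured by: calcium-sensitive Fluo-8 signal, excitation 470-495, emission 515-575 nm. Read-out basis: % activation relative to PEA EC100 response. Control set: DMSO and PEA EC100. Repeats: no replicates (n 1).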
M4 PAM: potentiates acetylcholine response at human M4 receptor; CHO-K1 hM4/Gqi5, Fluo-8 calcium fluorescence, ACh EC20; 0% = ACh EC20, 100% = maximal ACh; 0.4% of 360,000 active; activation, % at 3 µM; AID 624126; P08173;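 active = activation above its plate's cutoff, the mean activation of sample wells plus 3 SD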; also: some results filed as inactive read as strong as hits
Target sequence (P08173 whole entry, looked up): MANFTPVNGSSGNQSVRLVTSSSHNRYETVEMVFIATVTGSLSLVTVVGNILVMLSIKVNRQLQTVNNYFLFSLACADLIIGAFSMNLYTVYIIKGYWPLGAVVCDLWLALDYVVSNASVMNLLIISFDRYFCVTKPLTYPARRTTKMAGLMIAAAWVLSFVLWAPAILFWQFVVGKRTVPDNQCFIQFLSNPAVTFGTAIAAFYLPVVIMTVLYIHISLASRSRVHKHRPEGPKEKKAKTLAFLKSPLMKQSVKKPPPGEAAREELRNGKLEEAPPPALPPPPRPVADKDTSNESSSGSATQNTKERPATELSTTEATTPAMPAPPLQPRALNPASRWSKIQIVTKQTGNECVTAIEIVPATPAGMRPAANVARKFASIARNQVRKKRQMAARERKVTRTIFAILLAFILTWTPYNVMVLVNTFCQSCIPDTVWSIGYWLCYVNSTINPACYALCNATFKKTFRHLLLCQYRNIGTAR
* = called active by the depositor; . = no result given. Hits appear at their usual frequency; about 4.2% have a hit in one of these screens.

No. | Structure | CRFBP-R2 block | M5 PAM | CRFBP-R2 agonist | CHRM5 agonist | CHRM5 antagonist | TAAR1 antag | M1 PAM parental | TAAR1 agonist | M4 PAM
1 | O=C1NC(=O)C2(CCCc3ccccc32)N1 (stereo not drawn) | 8 | -4 | -0.3 | -3 | 6 | -15 | -7 | 7 | -2
2 | COc1ccccc1NC(=O)C(C)N(C)CCOc1ccccc1 (stereo not drawn) | -1 | -2 | -5.0 | -1 | -7 | -23 | 11 | 2 | 1
3 | O=C1C=C(c2cc(C(F)(F)F)cc(C(F)(F)F)c2)C[C@@H](c2ccc3c(c2)OCO3)C1 | -5 | -4 | 3.1 | -1 | 17 | -1 | -2 | 6 | 0
4 | O=C1N/C(=N\N=C\c2ccco2)SC1Cc1ccc(F)cc1 (stereo not drawn) | -15 | -7 | 0.6 | -2 | 15 | 4 | 13 | 10 | 5
5 | CCOc1ccc(S(=O)(=O)Nc2cccc(C(=O)NCC(c3ccco3)N3CCCC3)c2)cc1 (stereo not drawn) | 0 | -1 | -0.3 | -4 | -1 | -4 | 19 | 13 | 6
6 | Cc1ccc(-c2nn3c(C)nnc3c3ccccc23)cc1S(=O)(=O)N1CCN(CCO)CC1 | 13 | -2 | 0.5 | -2 | -2 | 0 | 20 | 9 | 11
7 | COc1ccc(O)c(C(=O)c2cnc3c(c2)c(C)nn3C)c1 | -4 | -5 | -0.8 | 0 | 19 | -5 | 8 | 2 | 3
8 | O=C(NCCN1CCN(C(=O)c2cccc(OC(F)F)c2)CC1)c1cccc(OC(F)F)c1 | 19 | 10 | -2.4 | -2 | 6 | 1 | -6 | 1 | 4
9 | Cc1ccc(C(=O)N(C)Cc2nc3ccccc3c(=O)[nH]2)cc1NC(=O)c1ccco1 | 7 | 6 | -0.6 | 5 | -1 | -4 | -19 | 0 | 4
10 | COc1cc(C(=O)Nc2ccc(S(=O)(=O)N3CCc4ccccc43)cc2)cc(OC)c1OC | -6 | -1 | 1.2 | 4 | 4 | 13 | 17 | 0 | 1
11 | CC(=O)c1c(C(C)=O)c(C)n(-c2ccc(C(=O)O)cc2)c1C | 6 | -4 | -0.1 | 2 | 5 | 8 | -2 | 4 | -5
12 | CCCc1cc(=O)[nH]c(SCC(=O)NCC2COc3ccccc3O2)n1 (stereo not drawn) | 7 | -14 | -0.6 | 0 | 11 | -10 | -4 | 16 | 1
13 | CCOc1ccc(C(=O)NCC(=O)NCCOc2ccc(C)cc2)cc1 | 9 | 3 | 1.6 | -5 | 6 | -26 | -17 | 0 | 5
14 | CCC1CCCCN1Cc1ccc(OC)c(OC)c1 (stereo not drawn) | -1 | 9 | -0.5 | -2 | -9 | . | 15 | . | -4
15 | Cc1ccnc(NC(=O)C2CCN(S(=O)(=O)c3ccc4ccccc4c3)CC2)c1 | 21 | -1 | -0.3 | -4 | 6 | -32 | 2 | -1 | 1
16 | NC(=O)C1CC(=O)N(CCc2ccc(F)cc2)C1 (stereo not drawn) | -2 | -3 | -0.8 | -1 | 2 | -24 | 13 | 2 | -3
17 | Cc1ccc(SCCc2ccc(C)nc2)cc1 | 3 | -6 | -1.8 | -5 | -8 | 6 | 4 | 7 | -3
18 | CCn1c(SCC(=O)Nc2nc3ccc(C)cc3s2)nc2c(c1=O)SC(C)C2 (stereo not drawn) | 13 | 4 | -2.8 | -2 | 1 | . | 5 | . | 6
19 | CCc1ccc(OCc2nc(-c3ccccn3)no2)c(Br)c1 | -20 | 2 | -1.7 | -2 | 3 | 17 | 0 | 16 | 1
20 | COC(=O)[C@H](C)NC(=O)Nc1cc(Cl)ccc1C | 8 | 3 | 0.8 | 3 | 4 | 8 | 11 | 0 | 0
21 | COc1ccc(Oc2c(Cl)cnn(-c3ccc(Cl)c(Cl)c3)c2=O)cc1 | 25 | -3 | 3.3 | -1 | -6 | 10 | 15 | 1 | 9
22 | CCC(CO)(CO)N(CC(=O)Nc1ccc(OC)cc1)CC(=O)Nc1ccc(OC)cc1 | -6 | -11 | 0.2 | -1 | 17 | 8 | -10 | 1 | -12
23 | Cc1cn([C@H]2C[C@H](O)[C@@H](CNCc3ccc(CN(C)S(C)(=O)=O)o3)O2)c(=O)[nH]c1=O | -6 | -2 | -1.6 | 0 | 5 | -13 | 13 | 0 | 5
24 | COc1ccc(NC(=S)N(CCCN2CCCC2)Cc2cccs2)cc1 | 4 | -9 | 0.2 | -8 | -2 | 1 | 17 | 4 | -30
25 | c1cn(CCCNC2CCCCCCC2)cn1 | -13 | 0 | 1.1 | -5 | 8 | 8 | 19 | 0 | -5
26 | CC(C)(C)c1csc(NNC(=O)c2ccc(Br)cc2)n1 | -11 | -8 | -0.9 | -4 | 12 | 7 | 16 | -1 | -3
27 | Cc1[nH]n(-c2ccccc2)c(=O)c1CCOC(=O)c1cccc(C(F)(F)F)c1 | -8 | 7 | 1.0 | -4 | -4 | -19 | 22 | -1 | 10
28 | O=C(O)/C=C/C(=O)NNC(=O)c1cc(-c2ccccc2)n[nH]1 | -25 | 1 | -0.9 | -4 | 0 | 0 | 27 | 12 | 2
29 | COc1ccc(-c2cc3nc(CCl)[nH]c(=O)c3s2)cc1 | -20 | 0 | 0.9 | -3 | 1 | -10 | 19 | -4 | -1
30 | COc1ccc(C(=O)O)cc1S(=O)(=O)NCc1ccccn1 | 11 | -2 | 1.0 | 0 | 6 | -18 | -2 | 0 | 0
31 | CCOC(=O)N1CCN(C(=O)c2cc(S(=O)(=O)N3CCCC3)cn2C)CC1 | 17 | 2 | -1.0 | 2 | -1 | -21 | 20 | 1 | -5
32 | O=C(CCc1nnc(C2(c3ccc(Cl)cc3)CCC2)o1)N1CCCC1 | -5 | 2 | 2.7 | -3 | 4 | -6 | -16 | 2 | -7
33 | CC(=O)Nc1ccc(S(=O)(=O)Nc2ccccc2N2CCOCC2)cc1Cl | -4 | 2 | -1.2 | 4 | 11 | -26 | -11 | 3 | -5
34 | Cc1cc(C)nc(/N=C(\NC(=O)C(C)(C)C)Nc2ccccc2)n1 | -7 | -1 | 1.0 | 0 | 14 | -51 | -5 | 4 | -4
35 | CN(C)/C=C/C(=O)c1cccc(C(F)(F)F)c1 | -4 | 12 | 0.4 | 7 | 5 | -9 | 12 | 0 | 19
36 | Cc1ccsc1C(=O)NNC(=O)c1cccc(S(=O)(=O)N2CCCC2)c1 | -7 | 6 | -0.1 | -3 | 2 | 9 | 14 | 1 | 9
37 | CC(C)C1Cc2[nH]c(=O)c(C(=O)O)cc2CO1 (stereo not drawn) | 34 | 5 | -0.5 | -1 | 8 | 9 | 0 | 7 | 16
38 | CC(=O)Nc1ccc(C=NNC(=O)C2CC2)cc1 | -3 | -4 | -0.1 | 1 | 14 | -7 | 18 | 0 | -2
39 | CC1(C(=O)N2CCCCC2)CCN1C(=O)C1(c2ccccc2)CC1 (stereo not drawn) | . | -5 | . | 0 | 1 | -1 | 14 | 1 | 1
40 | COc1ccc(CCNC(=O)CSc2cn(Cc3ccccc3)c3ccccc23)cc1OC | -5 | -12 | 5.6 | 0 | 2 | 30 | 4 | 2 | -5
41 | Cc1nc(Cc2ccc(OC(C)C)cc2)[nH]c(=O)c1CC(=O)O | 4 | 1 | 0.4 | -2 | 5 | -4 | 8 | 0 | -1
42 | N#Cc1cc2c([nH]c1=S)CCCC2 | -23 | 1 | 0.3 | 0 | -13 | 5 | 13 | 2 | 5
43 | Cc1ccc(S(=O)(=O)N2CCN(C(=O)CSc3ncn[nH]3)CC2)c(C)c1 | 0 | -3 | -1.0 | 5 | 5 | -18 | -2 | 0 | 7
44 | COc1ccc(S(=O)(=O)N2CCN(C(=O)c3ccc(COc4ccccc4)o3)CC2)cc1 | 9 | -10 | -0.4 | 2 | 5 | 10 | -9 | 2 | 0
45 | CCc1nccn1C(=O)c1cnn2c(C(F)F)cc(-c3ccc(C)cc3)nc12 | -30 | 4 | -2.9 | -3 | -4 | -24 | 21 | -3 | 6
46 | CCC(C)NC(=O)c1cc2c(=O)n3ccccc3nc2s1 (stereo not drawn) | -3 | -1 | -1.9 | -1 | 0 | 38 | 8 | 0 | 6
47 | Cc1ccc(C(=O)NC(NCc2ccccc2)C(Cl)(Cl)Cl)cc1 (stereo not drawn) | -18 | 4 | -0.5 | 1 | 3 | -6 | 1 | 1 | 12
48 | O=C1OCc2nc3cc4c(cc3c(-c3ccc(F)cc3)c21)OCO4 | 19 | -2 | 0.9 | -3 | -2 | -17 | 4 | -4 | 3
49 | CC(=O)c1ccccc1OC(=O)COc1ccc([N+](=O)[O-])cc1 | 4 | 0 | 0.8 | 2 | 5 | -8 | 7 | 0 | -3
50 | COCCn1c(SCc2nnc(-c3ccccc3)o2)nc2sc3c(c2c1=O)CCC3 | 55* | 1 | 1.1 | -4 | -2 | -5 | -1 | 16 | 3

The listing continues.
No. | Structure | CRFBP-R2 block | M5 PAM | CRFBP-R2 agonist | CHRM5 agonist | CHRM5 antagonist | TAAR1 antag | M1 PAM parental | TAAR1 agonist | M4 PAM
51 | O=C(COC(=O)C1CCN(C(=O)c2ccc(Cl)cc2)CC1)c1ccco1 | -13 | 4 | 0.0 | -8 | -7 | -2 | -3 | 13 | 9
52 | COc1cc(C=O)ccc1OCCOc1ccccc1[N+](=O)[O-] | -11 | 4 | -5.3 | -2 | 1 | -17 | -7 | 1 | 7
53 | CN(CCCNC(=O)Cn1cc2c(n1)CCCC2)C1CCCCC1 | 4 | -3 | -1.2 | -1 | -2 | -27 | 15 | 1 | 5
54 | CCOC(=O)c1cnc2ccc(C)cc2c1Sc1ccccc1C(=O)OC | 2 | -6 | 1.3 | -4 | -4 | 28 | 25 | 19 | 2
55 | Cc1ccc(CCNC(=O)C2CCC(=O)N2C2CCCC2)cc1 (stereo not drawn) | 62* | -3 | -0.6 | -2 | 8 | -16 | 27 | 11 | 6
56 | CC1SCC(=O)N(CC(=O)NCc2ccccc2)C1=O (stereo not drawn) | -11 | -4 | 1.9 | 1 | -3 | 2 | 3 | 0 | 5
57 | O=C(NC(=S)Nc1cccc([N+](=O)[O-])c1)c1ccco1 | -10 | -3 | -1.5 | 1 | 3 | -3 | -1 | -1 | -8
58 | COc1ccc(NC(=O)Cc2ccc(C)cc2)c([N+](=O)[O-])c1 | 13 | -2 | -1.7 | -4 | -6 | -23 | -7 | -3 | 2
59 | CCO/C=C1/C(=O)N(C(C)=O)c2ccccc21 | 11 | -1 | -2.0 | -1 | 4 | 11 | 20 | 0 | 10

An excerpt from above with just CHRM5 agonist.
no. | canonical_smiles | CHRM5 agonist
41 | Cc1nc(Cc2ccc(OC(C)C)cc2)[nH]c(=O)c1CC(=O)O | -2
42 | N#Cc1cc2c([nH]c1=S)CCCC2 | 0
